aDG glyco up = alpha-DG glycosylation activation; Pro5-aDG cells, alpha-DG glycosylation AlphaScreen (IIH6); 0% Pro5, 100% B10-LARGE cell signal; activation, % at 10 µM; 360,000 tested, 0.22% active; AID 624168;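 active means activation of at least 8% versus controls, or a plate z-score of at least 8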;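 further: Pro5 are CHO cells carrying HIG-tagged alpha-DG that lacks glycosylation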
hiPSC survival = enhancers of human iPSC single-cell survival; hiPSC single-cell survival, ATPlite luminescence; 100% = ROCK inhibitor wells, 0% = DMSO; survival enhancement, % at 20 µM; 360,000 tested, 0.044% active; AID 602274; in the data active means survival enhancement above about 18%;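 further: cells exposed to compounds for 16 hours before the ATP read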
TRPM1 prom inh = inhibitors of MITF-driven TRPM1 promoter in melanoma cells; SK-MEL-5 TRPM1 promoter luciferase, 24 h; 330,000 tested, 0.83% active; inhibition, % at 12.5 µM;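 active means mean inhibition across replicates of 60% or more, whatever share of single replicates reaches that level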; further: values of inactives mirror those of a sister screen read the other way
TWEAK Fn14 block = TWEAK-Fn14 signaling inhibition | TWEAK-stimulated Fn14 reporter cells, luciferase luminescence, 8 h | inhibition, % at 10 µM | 360,000 tested, 2% active; in the data active means inhibition above about 50%
NR2E3 ag-1 = activates human NR2E3 receptor | Q9Y5X4 | CHO-S Gal4-NCOR/VP16-NR2E3 two-hybrid, luciferase | inhibition of corepressor binding, % at 3.98 µM | 360,000 tested, 0.35% active | AID 602229;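 active means inhibition above the mean of all tested compounds plus 3 SD, cut at about 70% in these data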;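 further: 0% = DMSO with NR2E3 transfected cells and 100% = cells lacking NR2E3 construct; higher means lower luciferase signal from less NR2E3 corepressor binding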
Target sequence (Q9Y5X4 whole entry, looked up, the tested form may be a part): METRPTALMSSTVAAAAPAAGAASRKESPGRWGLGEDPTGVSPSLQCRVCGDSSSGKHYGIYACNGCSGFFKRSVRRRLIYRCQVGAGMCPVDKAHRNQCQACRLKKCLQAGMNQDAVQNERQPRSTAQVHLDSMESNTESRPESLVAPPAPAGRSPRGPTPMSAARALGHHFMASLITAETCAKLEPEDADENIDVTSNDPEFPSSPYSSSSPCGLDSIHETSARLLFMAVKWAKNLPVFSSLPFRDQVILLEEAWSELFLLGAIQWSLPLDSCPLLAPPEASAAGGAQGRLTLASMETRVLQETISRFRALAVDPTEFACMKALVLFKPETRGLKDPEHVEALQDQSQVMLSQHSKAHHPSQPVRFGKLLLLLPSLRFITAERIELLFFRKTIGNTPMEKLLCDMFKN
Shn3 inh set2 = Schnurri-3 reporter inhibition in Clone20 osteoblasts | Clone20 osteoblast Shn3 3'UTR firefly luciferase, 24 h | inhibition, % at 12.5 µM | 360,000 tested, 0.52% active | AID 588674;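 active means mean inhibition of at least 75% with every replicate also reaching 75%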;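 further: 0% = median of neutral control wells and 100% = pilot-screen positive control compound; some compounds past the cut are filed as inactive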
Peg3 prom inh = Peg3 promoter activity inhibition. HeLa PEG-Prom luciferase reporter, luminescence, overnight. inhibition, % at 20 µM. 360,000 tested, 1.7% active. AID 588405;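 active means inhibition of at least 50% at 20 µM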
NR2E3 ag-2 = activates human photoreceptor nuclear receptor NR2E3 | Q9Y5X4 | AID 2300 | inhibition of corepressor binding, % at 4.78 µM | GST-NR2E3/biotin-RetCOR TR-FRET, 1536-well | 320,000 tested, 0.12% active;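 active means percent inhibition above the cutoff of mean plus 3 SD of all tested compounds, set per screening campaign, cut at about 20% in these data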;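 further: 0% = DMSO wells and 100% = biotin wells as full block of FRET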
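Format: 1536-well format; test system: GST-NR2E3 and biotin-RetCOR proteins; read-out basis: percent inhibition of TR-FRET ratio; timing: 5 h incubation at 4 °C; detection: time-resolved FRET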
CF NFkB block = inhibitors of cystic fibrosis induced NF-kB | KKLEB NF-kB-GFP reporter, PAF-induced, GFP fluorescence overnight | inhibition, % at 5 µM | 360,000 tested, 0.86% active | AID 588850;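 active means at least 50% inhibition at 5 µM, scaled per plate between neutral and stimulator controls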;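 further: PAF is a Pseudomonas aeruginosa culture filtrate used as stimulus; plate controls were PAF-stimulated DMSO wells for no effect and unstimulated DMSO wells for full effect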
HIF-2a inh = blocks HIF-2a reporter activity | 786-0 RCC cells HIF-2a reporter, luciferase luminescence, overnight | inhibition, % at 18.8 µM | 360,000 tested, 0.72% active | AID 624352;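 active means inhibition of the luminescence signal of 40% or more relative to plate controls, in a single-dose primary screen at 18.75 µM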
KKLEB cytotox = counter-screen for CF NF-kB inhibitors: cytotoxicity | KKLEB CF airway cells viability, ATPlite luminescence, overnight; active compounds read low; cells stimulated with P. aeruginosa culture filtrate | 360,000 tested, 0.36% active | AID 602141 | activity change (cytotoxicity), % at 5 µM;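 active means corrected activity change at or below -50% at 5 µM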
Active calls of the source: *; nt = not tested or not shown.

SMILES | aDG glyco up | hiPSC survival | TRPM1 prom inh | TWEAK Fn14 block | NR2E3 ag-1 | Shn3 inh set2 | Peg3 prom inh | NR2E3 ag-2 | CF NFkB block | HIF-2a inh | KKLEB cytotox
Cc1ccc(S(=O)(=O)N2CCC(C(=O)OC(C)C(=O)NC(N)=O)CC2)cc1C (stereo not given) | 0.0 | -0.1 | -4 | -6 | -32 | 7 | 14 | -2 | -4 | 16 | 2
CC(=O)c1c(O)cc(=O)n(-c2ccccc2)c1-c1ccc(Cl)cc1 | 0.0 | 0.7 | -4 | 9 | 4 | 19 | -4 | 2 | 2 | 19 | -11
Clc1ccc(-c2nnc(NCc3ccccc3)c3ccccc23)cc1 | 0.1 | -1.3 | 3 | 33 | -2 | 19 | 26 | -1 | 3 | 12 | -1
O=C1CCCN1CC(O)CS(=O)(=O)Cc1ccccc1Cl (stereo not given) | 0.0 | 0.5 | 6 | 7 | -22 | -4 | 6 | -1 | 1 | 15 | 1
CCOc1cc(NS(=O)(=O)c2ccc(Cl)cc2)c(OCC)cc1NC(=O)CC(C)C | 0.0 | 4.4 | 14 | 7 | 10 | -12 | 23 | -3 | 4 | 16 | -2
Cc1onc(C(=O)NCc2ccccn2)c1[N+](=O)[O-] | -0.3 | -1.0 | -3 | 0 | 12 | 2 | 13 | 1 | -7 | 13 | 8
COC(=O)CCN(C(=O)c1ccc(N2CCCCC2)c([N+](=O)[O-])c1)c1ccccn1 | -0.5 | -1.3 | -4 | -23 | -35 | 6 | 1 | 1 | 3 | -36 | -1
CCCCc1cc(=O)oc2cc(C)cc(OCC(=O)NC(Cc3ccc(Cl)cc3)C(=O)O)c12 (stereo not given) | 2.8 | 3.8 | 12 | -6 | -17 | -1 | 9 | -3 | 6 | 14 | 4
COc1ccccc1-c1ccc(C(=O)O)o1 | -0.2 | 2.6 | 5 | -12 | -129 | 1 | -105 | 3 | 6 | -84 | -1
COc1ccc(C(C)=O)cc1COC(=O)CSCC(=O)Nc1ccc(C)cc1 | 0.0 | -0.3 | 0 | -4 | -12 | -28 | -24 | -3 | -13 | -6 | 0
CCOc1ccccc1C(=O)NCC(=O)NCC(c1ccc(OC)cc1)N1CCOCC1 (stereo not given) | 0.0 | 0.2 | -7 | 5 | 12 | -8 | 5 | 5 | -9 | 3 | 3
C/C(=N\NC(=O)c1cccc2ccccc12)c1cccnc1 | -0.2 | -0.4 | 13 | -1 | -69 | -8 | 8 | nt | 18 | -3 | 8
C=CCNC(=S)N(C1CCCCC1)C1CCCCC1 | 0.2 | -0.5 | 8 | 23 | 33 | -27 | 0 | 0 | -3 | 18 | 3
O=C(NCC1CCCO1)C(c1cccs1)N(C(=O)c1ccc(-c2ccccc2)[nH]1)C1CCCC1 (stereo not given) | -0.1 | 0.1 | 4 | -6 | -10 | 16 | -12 | 0 | -21 | -14 | 18
Cc1onc(-c2ccccc2)c1C(=O)c1c[nH]c(C(=O)NCc2ccccn2)c1 | 0.0 | -0.9 | 9 | -13 | -5 | 16 | 6 | -3 | 10 | 14 | -7

Of the compounds above, these contain an aryl methoxy group.
SMILES | aDG glyco up | hiPSC survival | TRPM1 prom inh | TWEAK Fn14 block | NR2E3 ag-1 | Shn3 inh set2 | Peg3 prom inh | NR2E3 ag-2 | CF NFkB block | HIF-2a inh | KKLEB cytotox
COc1ccccc1-c1ccc(C(=O)O)o1 | -0.2 | 2.6 | 5 | -12 | -129 | 1 | -105 | 3 | 6 | -84 | -1
COc1ccc(C(C)=O)cc1COC(=O)CSCC(=O)Nc1ccc(C)cc1 | 0.0 | -0.3 | 0 | -4 | -12 | -28 | -24 | -3 | -13 | -6 | 0
CCOc1ccccc1C(=O)NCC(=O)NCC(c1ccc(OC)cc1)N1CCOCC1 (stereo not given) | 0.0 | 0.2 | -7 | 5 | 12 | -8 | 5 | 5 | -9 | 3 | 3

Further entries follow.
SMILES | aDG glyco up | hiPSC survival | TRPM1 prom inh | TWEAK Fn14 block | NR2E3 ag-1 | Shn3 inh set2 | Peg3 prom inh | NR2E3 ag-2 | CF NFkB block | HIF-2a inh | KKLEB cytotox
C/C(=N\S(=O)(=O)c1ccc(C)cc1)NC(=S)Nc1ccccc1 | -0.2 | -0.6 | 3 | 9 | -1 | -1 | 2 | -2 | -6 | 14 | 9
CC(=O)N/C(=C/c1ccc2c(c1)OCO2)C(=O)O | 0.0 | 0.2 | -12 | -5 | -4 | -6 | 6 | 6 | 11 | 19 | -4
COC(=O)CN1C(c2ccccc2)=Nc2ccc(Cl)cc2C1c1ccccc1 (stereo not given) | -0.1 | 2.5 | -3 | -39 | 12 | 2 | 26 | -3 | 2 | 23 | 10
COCc1ccc(-c2c(-c3ccsc3)sc3ccccc23)cc1 | 0.3 | 1.0 | -4 | -1 | -13 | 11 | -10 | 3 | 16 | -22 | 4
O=C(N/N=C/c1c(F)cccc1Cl)c1ccc(Cn2cc(Br)cn2)o1 | 0.4 | 4.9 | -9 | 0 | -14 | -3 | -21 | -1 | -1 | -52 | 11
O=C(Nn1c(Cc2cccs2)nc2ccccc2c1=O)c1ccc(F)c(F)c1 | 0.2 | 0.1 | -3 | 1 | -15 | -12 | 3 | 0 | -16 | 16 | 7
CC1CCCCC1NC(=O)CCCN1C(=O)c2ccccc2C1=O (stereo not given) | -0.1 | -0.3 | -1 | 19 | -21 | -7 | 3 | nt | 16 | -16 | -19
CCCCOc1ccc(C(C)NC(=O)C2CCCN(S(=O)(=O)CCC)C2)cc1 (stereo not given) | 0.4 | -2.0 | 3 | -3 | -25 | 22 | 7 | 3 | 2 | 13 | 8
CC(C)C(NS(=O)(=O)c1ccc2c(c1)Cc1cc(S(=O)(=O)NC(C(=O)O)C(C)C)ccc1-2)C(=O)O (stereo not given) | 0.5 | 0.2 | 10 | -6 | 4 | 12 | -2 | 3 | -6 | 7 | -6
CC(Oc1cc2oc(=O)c3c(c2cc1Cl)CCCC3)C(=O)NCc1ccncc1 (stereo not given) | 0.1 | 2.6 | -8 | -16 | 6 | 8 | 3 | 1 | 0 | 6 | -16
CCOC(=O)Cn1cc(C#N)c(=O)[nH]c1=O | -0.1 | 0.7 | -1 | -4 | 4 | -13 | -3 | 2 | 8 | 8 | 9
Cc1nc2ccc(S(=O)(=O)CCC(=O)NCc3ccc(Cl)cc3)cc2s1 | -0.4 | 1.0 | nt | -1 | -4 | 12 | 13 | nt | -1 | 8 | -12
COc1ccc(OC)c(S(=O)(=O)N2CCC3(CC2)CC(=O)c2ccccc2O3)c1 | 0.0 | 0.3 | 3 | 1 | 4 | 2 | 9 | 1 | 20 | -1 | -9
Cc1ccc(S(=O)(=O)N2[C@@H](c3cccc(C)c3)C(C(=O)O)=C[C@H]2C(C)(C)C)cc1 | 0.0 | 10 | -7 | 3 | -24 | -14 | 12 | nt | -9 | 11 | 22
COCCn1c(SCC(=O)Nc2ccccc2F)nc2c([nH]c3ccccc32)c1=O | 0.0 | 0.0 | 37 | 9 | -5 | 40 | 44 | -3 | 3 | 18 | 1
Oc1ccc(C[C@H]2CNCCN2CCC23CC4CC(CC(C4)C2)C3)cc1 | 0.2 | 2.3 | -3 | -1 | -2 | -8 | 42 | -2 | 3 | 10 | 2
CCOC(=O)[C@]12CCCC=C1N(Cc1ccc(Cl)cc1Cl)C(=O)[C@H](CC(=O)NCC13CC4CC(CC(C4)C1)C3)C2 | 0.0 | -0.3 | nt | 19 | -14 | nt | nt | nt | nt | -7 | nt
O=C(Cn1cnc2c(cnn2-c2ccc(Cl)cc2)c1=O)NCCc1ccccc1 | 0.4 | 0.4 | -12 | 7 | -6 | 6 | 18 | 2 | 1 | 4 | -12
Cc1cc(C)c2c(=O)[nH]c(SCC(=O)Nc3cccc(S(=O)(=O)N(C)C)c3)nc2n1 | -0.2 | -0.5 | -5 | 0 | -15 | -1 | 2 | 2 | 16 | 23 | 3
Cc1cc(C(=O)CSc2nnc(-c3cccs3)o2)c(C)n1-c1ccccc1 | 0.0 | -2.5 | 39 | 2 | 3 | 15 | 25 | 0 | -2 | 0 | 15
CC(C)CN(C)C(=O)CCc1nnc(Cc2ccc(-c3ccccc3)cc2)o1 | 0.2 | -4.8 | -3 | -8 | -21 | -5 | -32 | -2 | 17 | -80 | -12
CCn1c(=S)ccc2ccc(OC)cc21 | -0.1 | 3.4 | -4 | -24 | -31 | 7 | -96 | 4 | -1 | -62 | -4
CC(NC(=O)c1cccc(Cn2cc([N+](=O)[O-])cn2)c1)c1ccc(C(C)(C)C)cc1 (stereo not given) | -0.1 | -0.8 | 17 | 0 | -5 | 20 | 6 | -1 | 4 | 4 | -30
CCc1ccccc1NC(=O)Nc1ccon1 | -0.3 | 0.2 | 4 | 2 | 30 | 9 | -8 | nt | 2 | 7 | -8
CC(C)=C1C2CCC1C1C(=O)N(c3nc(-c4ccc(F)cc4)c(C)s3)C(=O)C21 (stereo not given) | -0.3 | -1.7 | 12 | 12 | 20 | -3 | 16 | 2 | -4 | 14 | 8
Nc1cnn(Cc2ccccc2F)c1 | 2.1 | 1.0 | 5 | 3 | -13 | 21 | 14 | 2 | -15 | -2 | 1
CC(Cc1c[nH]c2ccccc12)NC(N)=O (stereo not given) | -0.5 | 1.5 | 8 | 13 | -5 | -11 | 9 | 0 | -20 | 3 | 0
COC(=O)[C@@]12CCCCN1[C@H](c1ccc(-c3cc(C(C)=O)cs3)cc1)[C@H]1C(=O)N(C)C(=O)[C@H]12 | -0.4 | 2.9 | 36 | 37 | -5 | 24 | 74* | 3 | 26 | 17 | -2
Cc1cc(C)cc(N2CC34C=CC(O3)C(C(=O)OCC(=O)NCc3ccco3)C4C2=O)c1 (stereo not given) | 0.0 | 1.9 | 6 | 10 | -6 | -7 | 3 | -1 | 1 | 1 | 14
CN(C(=O)CN1CCCCCC1)c1c(N)n(Cc2ccccc2)c(=O)[nH]c1=O | -0.1 | 0.3 | 3 | 2 | -50 | 12 | -5 | 1 | 6 | 0 | -7
COc1ccc(Cl)cc1C(=O)Nc1ccc(Br)c(C)n1 | -0.3 | 0.5 | -3 | -39 | -13 | -4 | -72 | 2 | 42 | -50 | -41
Fc1ccccc1Cn1nnc(-c2ccc3c(c2)OCO3)n1 | -0.2 | -1.0 | -72 | 16 | -175 | -83 | -313 | 2 | -3 | -160 | -14
CCOc1ccc(S(=O)(=O)N2CCOCC2)cc1NC(=O)C1CSC2(C)CCC(=O)N12 (stereo not given) | -0.3 | -0.4 | -1 | 10 | -10 | 3 | 5 | 2 | 11 | -7 | -5
O=C(CSc1nnc(CNC(=O)c2ccccc2F)o1)Nc1cccc(C(F)(F)F)c1 | 0.0 | -0.2 | 0 | -59 | 5 | 7 | -2 | 1 | 2 | 8 | 0
Cc1c(C)c2ccc(OC(C)C(=O)N[C@@H](Cc3c[nH]c4ccccc34)C(=O)O)c(C)c2oc1=O (stereo not given in full) | -0.3 | 0.4 | 13 | 15 | -14 | -9 | 9 | 1 | -1 | 15 | 7
CCn1cc(/C=C(\NC(=O)c2ccccc2Cl)C(=O)N2CCOCC2)c2ccccc21 | -0.2 | -0.2 | 18 | 9 | -16 | 13 | 10 | -2 | 2 | 11 | -1

High-throughput results deposited in PubChem by several laboratories.
